High-throughput results (PubChem BioAssay)
PLCb3 inh: human PLC-beta3 inhibitors, primary screen, biochemical, fluorescence; inhibition, % at 12.2 µM; AID 720704, 2013; Purified PLC-beta3, fluorogenic substrate; 1-phosphatidylinositol 4,5-bisphosphate phosphodiesterase beta-3 (Homo sapiens), Q01970; 370,000 compounds, 0.18% hits; in the data active = inhibition above about 11%;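 note: 0% = median of compound wells on plate and 100% = full blocker control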
Target sequence (Q01970 whole entry, looked up): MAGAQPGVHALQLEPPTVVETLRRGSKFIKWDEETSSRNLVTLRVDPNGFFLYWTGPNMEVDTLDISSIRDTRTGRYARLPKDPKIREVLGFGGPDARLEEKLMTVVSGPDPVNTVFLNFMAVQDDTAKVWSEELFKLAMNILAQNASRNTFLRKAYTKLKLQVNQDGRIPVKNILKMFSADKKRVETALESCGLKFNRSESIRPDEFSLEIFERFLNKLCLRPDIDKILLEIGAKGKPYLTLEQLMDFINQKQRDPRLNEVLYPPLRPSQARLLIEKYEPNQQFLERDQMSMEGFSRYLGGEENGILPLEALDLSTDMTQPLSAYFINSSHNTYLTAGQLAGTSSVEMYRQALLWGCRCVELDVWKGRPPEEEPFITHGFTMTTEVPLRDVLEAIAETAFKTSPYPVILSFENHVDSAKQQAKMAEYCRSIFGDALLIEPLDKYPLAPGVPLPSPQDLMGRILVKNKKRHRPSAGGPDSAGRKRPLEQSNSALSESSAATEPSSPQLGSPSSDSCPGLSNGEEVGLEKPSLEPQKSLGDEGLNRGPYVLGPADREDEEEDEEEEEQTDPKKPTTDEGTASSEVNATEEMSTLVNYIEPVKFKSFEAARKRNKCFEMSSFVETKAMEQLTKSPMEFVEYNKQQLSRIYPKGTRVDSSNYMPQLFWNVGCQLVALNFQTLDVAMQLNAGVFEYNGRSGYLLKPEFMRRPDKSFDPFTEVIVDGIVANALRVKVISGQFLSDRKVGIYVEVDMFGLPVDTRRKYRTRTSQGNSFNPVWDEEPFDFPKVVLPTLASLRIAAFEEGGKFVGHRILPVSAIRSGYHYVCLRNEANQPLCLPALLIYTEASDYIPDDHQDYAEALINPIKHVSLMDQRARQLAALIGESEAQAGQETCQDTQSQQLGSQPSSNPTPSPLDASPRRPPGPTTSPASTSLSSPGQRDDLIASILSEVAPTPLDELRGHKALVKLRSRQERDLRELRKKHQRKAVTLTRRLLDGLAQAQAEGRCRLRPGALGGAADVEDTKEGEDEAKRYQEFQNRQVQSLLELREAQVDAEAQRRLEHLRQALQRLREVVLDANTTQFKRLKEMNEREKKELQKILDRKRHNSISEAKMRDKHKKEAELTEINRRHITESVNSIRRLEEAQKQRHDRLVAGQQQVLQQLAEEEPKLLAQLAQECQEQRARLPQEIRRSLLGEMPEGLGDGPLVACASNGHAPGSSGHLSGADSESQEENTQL
hgDAF-12 ag: H. glycines DAF-12 receptor agonists, primary screen, cell-based, luminescence, HEK293, GAL4 fusion, UAS-luciferase; activation, % at 6.8 µM; HEK293 GAL4-hgDAF12 UAS-luciferase reporter, agonist luminescence; normalized to butyrate control; Nuclear hormone receptor DAF-12 (Heterodera glycines), GAL4 fusion; 370,000 compounds, 1.8% hits; AID 687014, 2013;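 active = activation above a cutoff set at the mean of all screened compounds plus 3 SD, cut at about 10% in these data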;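 note: 0% = DMSO wells and 100% = sodium butyrate wells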
ssDAF12 agonist: S. stercoralis DAF-12 nuclear receptor activators, primary screen, cell-based, luminescence, HEK293, GRIP1 co-expression, lit1-tk-luc; 370,000 compounds, 1% hits; activation, % at 6.8 µM; Nuclear hormone receptor DAF-12 (Strongyloides stercoralis); HEK293 ssDAF-12/GRIP1 lit1-tk-luc reporter; % of 3 µM dafachronic acid response;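 active = activation above the mean over all tested compounds plus 3 SD, cut at about 0.9% in these data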;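 note: 0% = DMSO-only wells and 100% = 3 µM delta7-dafachronic acid wells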
hcDAF12 agonist: H. contortus DAF-12 nuclear receptor activators, primary screen, cell-based, luminescence, HEK293, lit1-tk-luc reporter. 370,000 compounds, 1.4% hits. activation, % at 6.8 µM. HEK293 hcDAF-12 lit1-tk-luc reporter; 0% DMSO, 100% Δ7-dafachronic acid;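 active = activation above the mean of all tested compounds plus 3 SD, cut at about 5.5% in these data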;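 note: 100% = response to 3 µM Δ7-dafachronic acid high control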
sPLA2-III inh: human group III sPLA2 inhibitors, primary screen, biochemical, QFRET, BODIPY PC-A2 liposome substrate; Group 3 secretory phospholipase A2 (Homo sapiens), Q9NZ20; QFRET BODIPY PC-A2 liposome hydrolysis, fluorescence; inhibition, % at 12.2 µM; 370,000 compounds, 0.56% hits; AID 743126, 2013;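 active = inhibition above mean plus 3 SD of compounds lying within the high and low control bounds, cut at about 19% in these data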;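 note: 0% = median of test compound wells and 100% = no enzyme DMSO wells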
PLCg1 inh: PLC-gamma1 enzyme inhibitors, primary screen, biochemical, fluorescence, purified enzyme; fluorogenic substrate; 370,000 compounds, 0.84% hits; 1-phosphatidylinositol 4,5-bisphosphate phosphodiesterase gamma-1 (Homo sapiens), P19174; inhibition, % at 12.2 µM; in the data active = inhibition above about 9.5%
DAX1 inh-1: DAX1 (NR0B1) inhibitors on StAR promoter, primary screen, cell-based, luminescence, SF-1 (NR5A1), full-length DAX-1 | inhibition, % at 6.8 µM | HEK293T StAR-luciferase reporter, SF-1/DAX-1 repression relief | 370,000 compounds, 1.1% hits | AID 652010, 2013;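 active = inhibition above the mean over all tested compounds plus 3 SD, cut at about 3.6% in these data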;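 note: 0% = DAX-1 cells with DMSO and 100% = cells lacking DAX-1 with DMSO; higher inhibition means more luminescence from relief of DAX-1 repression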
GAA850 FXN act: FXN promoter activators, primary screen, cell-based, luciferase luminescence, HEK293 lucGAA850. HEK293 lucGAA850 FXN promoter luciferase reporter, 24 h; percent of 10 µM SAHA response. activation, % at 6 µM. 360,000 compounds, 0.56% hits. AID 540364, 2011;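 active = activation above the average of all compounds screened plus 3 SD, cutoff fixed separately per campaign, cut at about 7.5% in these data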;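 note: 0% = DMSO wells and 100% = 10 µM SAHA wells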
ADAM17 inh: ADAM17 inhibitors, primary screen, biochemical, QFRET; inhibition, % at 6.95 µM; recombinant ADAM17, EDANS/DABCYL FRET peptide cleavage; Disintegrin and metalloproteinase domain-containing protein 17 (Homo sapiens), P78536; 370,000 compounds, 0.83% hits; AID 720648, 2013;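 active = inhibition above the mean of compounds lying between control limits plus 3 SD, set per campaign, cut at about 8.5% in these data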;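 note: 0% = DMSO-only wells as the low control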
ADAM10 inh: human ADAM10 inhibitors, primary screen, biochemical, QFRET, HTS. recombinant ADAM10, EDANS/DABCYL FRET peptide cleavage, 3 h. inhibition, % at 7 µM. 370,000 compounds, 0.62% hits. AID 720582, 2013;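 active = inhibition above a per-campaign cutoff equal to the mean of compounds falling between control-based bounds plus 3 SD, cut at about 20% in these data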;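 note: 0% = DMSO wells while the 100% control is not disclosed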
DAX1 inh-2: DAX1 (NR0B1) inhibitors, primary screen, cell-based, HEK293, Gal4-DAX1, luciferase luminescence; Nuclear receptor subfamily 0 group B member 1 (Homo sapiens), P51843; 340,000 compounds, 0.99% hits; inhibition, % at 6.75 µM; HEK293 Gal4-DAX1 luciferase reporter; AID 504766, 2011;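 active = inhibition above the mean over all tested compounds plus 3 SD, cut at about 4.2% in these data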;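 note: 0% = DAX1-transfected cells with DMSO and 100% = empty-vector control cells with DMSO; inhibition shows as a rise in luminescence from relieved DAX1 repression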
* marks the source's active call; other numbers are inactive results; . = not tested or not shown.

SMILES	PLCb3 inh	hgDAF-12 ag	ssDAF12 agonist	hcDAF12 agonist	sPLA2-III inh	PLCg1 inh	DAX1 inh-1	GAA850 FXN act	ADAM17 inh	ADAM10 inh	DAX1 inh-2
Cc1ccc(NC(=O)CNCc2ccccc2Cl)cc1S(=O)(=O)N(C)C	-1	2.5	-0.6	2.2	-2	3	0.1	0.0	1	10	-0.5
CC(C)(C)OC(=O)C[C@H]1C/C=C\C[C@@H](CC(=O)N[C@@H](CO)Cc2ccccc2)C(=O)NC[C@@H](c2ccccc2)OC1=O	-1	-1.3	-1.4	-2.7	-16	0	-0.3	0.8	-1	-2	0.3
CC(C)NC(=S)N/N=C1\CCCc2ccccc21	5	-0.1	-0.8	0.7	11	3	-0.5	2.5	-1	10	1.0
Cc1ccccc1NC(=O)c1cc(C(=O)c2cc(Cl)ccc2O)cn(-c2ccccc2C)c1=O	-27	-6.2	-2.5	-3.9	-26	-20	-2.5	-1.8	9.7*	15	-2.2
CCC/C(=N\NC(=O)C1CCCC1)c1ccccc1	-10	2.2	-0.2	-2.1	7	-2	2.0	2.8	-1	-11	0.8
Cc1ccc(-n2c(SCc3ccc(Cl)c(Cl)c3)nnc2-c2ccc(C(C)(C)C)cc2)cc1	-2	1.2	-1.1	-1.9	9	-1	-0.3	.	0	-5	.
COCCCn1c(=S)[nH]c2sc3c(c2c1=O)CCCS3	-23	-2.5	-1.3	-2.1	10	-11	-1.0	2.4	-3	-13	-0.2
Cc1cc(SCC(=O)c2ccccc2)nc(C)n1	5	6.8	-0.2	2.5	-40	1	1.6	3.1	2	11	2.6
O=C(CNC(=O)c1cccs1)N/N=C/c1cccc(Cl)c1	-4	-1.8	-1.5	-3.9	-4	1	0.8	1.6	-3	-2	0.2
O=C(COC(=O)c1ccccc1[N+](=O)[O-])Nc1cccnc1Cl	-5	1.3	-0.9	-0.2	-6	0	-2.1	0.9	-3	-1	0.0
COc1cccc(N2C(=O)Nc3ccc(Br)cc3C2(O)C(=O)NCCCOC(C)C)c1 (centres undefined)	4	-0.8	-1.1	1.0	1	0	0.0	-0.9	-1	-7	0.1
CCOC(=O)C1C(C(=O)OC)=C(C2=CCCCC2)c2ccccc2N1S(=O)(=O)C(F)(F)F (centres undefined)	-18	-0.1	-1.3	-0.5	-7	-11	-2.0	3.0	-8	-22	-2.2
Cc1ccc(-c2nnc(SCC(=O)N(C)C)nc2-c2ccc(C)cc2)cc1	-3	-2.9	-1.4	-3.2	-4	0	-0.1	-0.5	-1	-3	-0.5
O=C(Cc1ccccc1F)Nc1ccc(Cl)nc1	-1	-1.2	-1.0	2.6	2	-1	1.0	1.4	-5	-1	-0.2
Cc1cc(SCc2ccc(Cl)cc2)nc(=O)[nH]1	-5	-2.2	-1.2	2.0	-3	4	1.2	3.0	-2	0	0.1
CC(=O)c1cc2c(cc1NC(=O)CN1CCC(Cc3ccccc3)CC1)OCO2	-5	-2.4	-1.1	-1.6	1	-5	-0.9	3.5	-4	-1	0.4
COc1cccc(CNC(=O)CCNC(=O)c2ccc(Br)o2)c1	-4	2.2	-1.2	-1.2	-3	1	-0.1	0.4	2	4	0.6
CCCCOc1ccc(/C=C/C(=O)OCC(=O)N2CC(=O)Nc3ccccc32)cc1OCC	-20	-2.0	-1.3	-1.1	-3	-19	-0.8	1.2	-10	-18	-2.5
CCOc1ccccc1NC(=O)CSc1nnc(-c2cnccn2)n1C	-2	0.1	-1.3	-2.2	-1	-1	-0.3	0.9	-4	-10	0.9
O=C(NCCCN1CCOCC1)c1cccc(S(=O)(=O)Nc2ccccc2Cl)c1	-5	-0.1	-0.9	1.3	-3	1	-0.2	-0.9	-4	-5	1.6
CCCc1cc(NCc2ccccn2)n2nc(C)c(-c3ccccc3)c2n1	-173	-0.7	-1.5	-1.3	10	-119	-0.1	-1.4	-8	-22	.
O=C1CSC(=Nc2ccccc2)N1	-2	-2.2	-0.8	0.5	0	-1	0.1	0.1	-7	-9	0.7
Cc1ccccc1OCC(=O)NCC1CCCO1 (centres undefined)	1	-0.3	-0.5	0.3	10	2	-0.2	0.3	3	-3	3.2
COc1ccc(CCNC(=O)c2cc3c(=O)n4ccccc4nc3n(CC3CCCO3)c2=N)cc1OC (centres undefined)	-27	1.1	-1.0	-1.4	12	-20	-0.5	-0.8	-32	-142	0.6
Cc1ccc(Nc2ncnc3sc(C)c(C)c23)cc1C	-3	2.5	-0.6	2.2	15	3	0.2	3.1	9.1*	7	-0.2

Two compounds from above with just ssDAF12 agonist, PLCg1 inh and ADAM17 inh.
| mol | ssDAF12 agonist | PLCg1 inh | ADAM17 inh |
| --- | --- | --- | --- |
| CCCc1cc(NCc2ccccn2)n2nc(C)c(-c3ccccc3)c2n1 | -1.5 | -119 | -8 |
| CC(C)NC(=S)N/N=C1\CCCc2ccccc21 | -0.8 | 3 | -1 |

New compounds follow:
SMILES	PLCb3 inh	hgDAF-12 ag	ssDAF12 agonist	hcDAF12 agonist	sPLA2-III inh	PLCg1 inh	DAX1 inh-1	GAA850 FXN act	ADAM17 inh	ADAM10 inh	DAX1 inh-2
CCCCN(CCCC)CCNC(=O)c1cn(CC)c2ccc(S(=O)(=O)N(C)C3CCCCC3)cc2c1=O	-8	4.8	-0.3	-1.3	-4	7	0.1	0.8	2	-4	-0.5
CSc1ccc(CN2CCSCC2)cc1	-3	0.1	-0.7	-0.1	4	-2	-0.2	0.1	0	6	3.1
CCN(Cc1ccccc1)C(=O)c1cc2c(OC)c(OC)c(OC)cc2[nH]1	-59	-2.2	-1.1	-3.0	-4	-36	-0.2	-0.2	-2	-1	-0.1
CCOC(=O)CN1CC23C=CC(O2)C(C(=O)O)C3C1=O (centres undefined)	4	1.5	-1.0	-1.8	1	-1	0.2	-1.8	2	-7	0.0
CC(=O)c1ccc(NC(=S)NCC(c2ccco2)N2CCCC2)cc1 (centres undefined)	6	-1.4	-1.2	-0.9	1	2	-0.5	0.0	0	-2	0.9
Cc1ccc(NC(=O)c2sc(C)nc2C)c(C)c1	-1	4.0	-0.8	3.8	-3	-2	0.2	-1.6	0	2	1.2
Cc1c(O)nc(SC2CC(=O)N(c3ccccc3)C2=O)[nH]c1=O (centres undefined)	0	-3.2	-1.3	-1.9	1	2	-0.4	2.6	3	4	3.5
O=C(COC(=O)c1cccs1)NCCc1ccc(F)cc1	-6	1.3	-1.1	-0.5	10	4	-0.2	-0.3	-7	-12	0.7
CCCCOCCCNC(=O)COc1ccccc1	2	0.5	-1.5	-1.9	-3	2	0.4	0.9	-2	-3	-0.7
Cc1ccc(C(=O)NCCCNC(=O)c2ccco2)cc1	-7	1.5	-0.8	3.0	-4	-1	0.1	-1.3	-2	4	-0.5
COC(=O)c1c(NS(=O)(=O)c2ccc(C)cc2)sc2c1CCC(C)C2 (centres undefined)	-3	-1.3	-0.8	1.4	4	-6	-0.7	-1.3	0	-1	0.4
CCOC(=O)C1=C(C(=O)OCC)C2N(Cc3ccc(Br)cc3)c3ccccc3[C@@]23C[C@@H](C(=O)OC)N(S(=O)(=O)c2ccc(Br)cc2)C3=N1 (some centres undefined)	-7	-0.2	-1.7	0.7	5	-10	0.3	.	-4	-4	.
Cc1ccc(C)c(NC2=NS(=O)(=O)c3ccccc32)c1	-1	-1.1	-1.9	-1.2	5	11*	1.4	-0.1	0	-4	2.0
Cc1cccc(OCC(=O)NC2CCCCCC2)c1C	-3	1.9	-0.6	0.9	-2	1	-0.4	1.4	1	-1	1.0
N#Cc1cc(-c2ccccc2)nc(N2CCNCC2)n1	-18	1.1	-0.9	-1.1	1	-10	-0.5	3.4	-10	-27	0.8
C/C(=N\N=C(c1ccccc1)c1ccccc1)c1cccs1	3	0.1	-0.5	-2.8	4	2	-0.6	1.5	0	-3	1.8
COc1ccc(CCNC(=O)Nc2ccc3c(c2)[C@@]2(CC(=O)N(CC(C)C)C2c2ccccc2)C(=O)N3C)cc1OC (some centres undefined)	0	5.0	-1.2	-0.6	-9	-1	-2.0	.	-5	-1	.
O=C(Nc1ccc(S(=O)(=O)N2CCCCC2)cc1)c1ccc(CN2CCc3ccccc3C2)cc1	1	-7.6	-2.6	-4.5	-21	4	-2.9	-5.2	8.8*	16	-4.8
Cc1cc(C)cc(NC(=O)N2CCCCCCC2)c1	0	3.5	-0.8	0.7	1	2	0.2	0.5	-3	0	-0.6
CC(=O)Nc1ccc(C(=O)Cn2nnc3ccccc3c2=O)cc1	2	1.5	-1.1	-0.1	5	1	-1.4	4.5	-3	0	1.1
CCCCCNC(=O)c1cc(S(=O)(=O)N2CCCCC2)ccc1F	3	-1.2	-0.8	-1.1	5	2	-0.4	0.7	4	-4	-0.5
CCOc1ccc2c(c1)N(C(=O)CN1C(=O)CCC1=O)C(C)(C)C=C2C	5	-0.7	-1.2	-1.4	-4	1	0.1	2.7	0	5	0.6
Cc1cc(C(=O)Nc2ccon2)cs1	-1	-0.2	-1.4	-0.8	6	1	1.6	-0.2	-2	-2	2.0
O=C(COC(=O)c1ccc(F)cc1F)NCCNC(=O)COC(=O)c1ccc(F)cc1F	-7	-2.3	-0.9	1.4	5	-1	-1.5	1.0	-2	-16	0.9
O=C(OCC(=O)c1c[nH]c2ccccc12)c1cc(S(=O)(=O)N2CCOCC2)ccc1F	-9	1.3	-0.1	2.0	-18	-4	0.5	0.3	-5	-4	-0.2
O=C(OCC(=O)N1CCN(C(=O)c2ccco2)CC1)c1cc(-c2cccc(Br)c2)nc2ccccc12	-7	-1.7	-2.2	-3.1	-26	-2	-1.9	-4.8	2	-8	-1.6
O=C(C(=O)N1CCC(CNS(=O)(=O)c2ccc3ccccc3c2)CC1)c1cc2ccccc2o1	1	-0.7	-0.8	-1.0	-20	0	-1.1	.	4	11	.
COC(=O)CC1=NC(=O)CS1	-1	-2.3	-1.9	-0.8	0	2	-0.6	1.5	3	5	0.5
N/C(=N\OC(=O)c1cccc([N+](=O)[O-])c1)c1cccnc1	1	4.0	-0.5	1.0	3	8	-0.4	3.6	7	1	0.7
O=C(Nc1ccccc1Cl)c1cc(C2CCCN(S(=O)(=O)c3cccs3)C2)on1 (centres undefined)	-2	-1.1	-1.5	-1.6	-15	-3	-0.8	0.6	4	8	.
